High-throughput results deposited in PubChem by Sanford-Burnham Center for Chemical Genomics.
TIM10 inh: growth inhibitors of isogenic TIM10 control yeast, primary screen, counter-screen for tim10-1 yeast inhibitor project, luminescence, uHTS; AID 463195, 2010; S. cerevisiae TIM10 strain growth, BacTiter-Glo luminescence, 24 h; inhibition, % at 10 µM; 330,000 compounds, 1.4% hits;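 active means inhibition of 40% or more at the single tested concentration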;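 further: wild-type TIM10 isogenic control strain grown at permissive 25 °C; 0% = DMSO yeast wells and 100% = minimal medium wells without yeast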
NALP3 yeast inh: NALP3 inflammasome inhibitors in reconstituted yeast, primary screen, luminescence, uHTS | inhibition, % at 10 µM | 330,000 compounds, 0.39% hits | Yeast reconstituted NLRP3/ASC/caspase-1, beta-gal luminescence, 24 h | AID 2825, 2010;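 active means inhibition of 50% or more; inactive means inhibition below 50%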;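 further: plate controls were induced DMSO wells for no effect and uninduced yeast grown without galactose for full effect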
APJ antag: antagonists of human apelin receptor APJ, primary screen, CHO-K1 cells, beta-arrestin complementation, luminescence; 330,000 compounds, 0.32% hits; inhibition, % at 20 µM; P35414;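 active means inhibition above about 40% at 20 µM, limit read from the data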;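 further: cells challenged with 10 nM apelin-13 agonist together with compound; plate controls were apelin-13 plus DMSO wells for no effect and DMSO wells lacking apelin-13 for full effect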
Target sequence (P35414 whole entry, looked up): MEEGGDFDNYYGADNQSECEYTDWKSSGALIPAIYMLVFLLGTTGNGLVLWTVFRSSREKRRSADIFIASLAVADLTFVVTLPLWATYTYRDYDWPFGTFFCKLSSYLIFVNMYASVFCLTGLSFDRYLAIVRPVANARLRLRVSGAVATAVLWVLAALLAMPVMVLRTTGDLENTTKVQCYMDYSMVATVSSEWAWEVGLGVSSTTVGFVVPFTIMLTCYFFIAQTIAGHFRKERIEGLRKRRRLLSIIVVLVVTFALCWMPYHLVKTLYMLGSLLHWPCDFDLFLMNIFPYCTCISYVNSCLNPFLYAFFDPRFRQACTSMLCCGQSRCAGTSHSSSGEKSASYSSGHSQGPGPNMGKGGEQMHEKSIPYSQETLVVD
NR3A LBD binder: binders of NR3A ligand-binding domain, primary screen, biophysical, differential scanning fluorimetry, uHTS; Tm shift relative to glycine control, % at 25 µM; AID 1259313, 2017; NR3A LBD differential scanning fluorimetry, Tm shift; 0% = protein alone, 100% = glycine-bound protein; Glutamate receptor ionotropic, NMDA 3A (GRIN3A) ligand-binding domain; 340,000 compounds, 2.5% hits;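 active means melting temperature shift of at least 10% of the positive control shift, at one fixed dose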
tim10-1 inh: growth inhibitors of tim10-1 mutant yeast, primary screen, luminescence, uHTS; 330,000 compounds, 2.2% hits; inhibition, % at 20 µM; S. cerevisiae tim10-1 ts strain growth, BacTiter-Glo, 24 h;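 active means inhibition of at least 40%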;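 further: mutant grown at 25 °C; 0% = DMSO wells with yeast and 100% = wells holding no yeast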
beta cell repl: inducers of MIN6 beta-cell proliferation, primary screen, ATP luminescence, uHTS; 330,000 compounds, 0.29% hits; MIN6 cells proliferation, ATPlite luminescence, 48 h; cells starved in 0.2% serum; 100% = growth in 10% serum; proliferation, % at 10 µM;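 active means compounds whose signal lies at least 3.5 SD above the mean of all wells on their plate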;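 further: 0% = DMSO-treated cells in low-serum medium and 100% = 10% serum control; some compounds called inactive have numbers as strong as hits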
tim23-1 inh: growth inhibitors of tim23-1 mutant yeast, primary screen, luminescence, uHTS | S. cerevisiae tim23-1 growth, BacTiter-Glo luminescence, 24 h | inhibition, % at 20 µM | 330,000 compounds, 1.3% hits;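 active means growth inhibition of the mutant yeast at or above 50%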;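 further: temperature-sensitive mutant grown at 25 °C; plate controls were DMSO-treated mutant yeast for no effect and medium wells lacking yeast for full effect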
MPTP block: mitochondrial permeability transition pore inhibitors, primary screen, biochemical, isolated mouse mitochondria, absorbance; 360,000 compounds, 1.4% hits; inhibition, % at 10 µM; AID 602449, 2012; Ca2+ swelling absorbance, 30 min;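 active means inhibition of 50% or more, scaled per plate between neutral and stimulator controls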;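 further: 0% = DMSO wells given calcium and 100% = 1 mM EGTA wells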
APJ ag: agonists of human apelin receptor APJ, primary screen, CHO-K1 cells, PathHunter beta-arrestin, luminescence; AID 2520, 2010; 0% DMSO wells, 100% apelin; 330,000 compounds, 0.11% hits; activation, % at 20 µM; P35414;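 active means activation more than six SD over the plate average, tested at 20 µM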;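 further: 0% = DMSO alone and 100% = apelin-13 at 10 nM; some results filed as inactive read as strong as hits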
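Material: CHO-K1 APJ beta-arrestin complementation cell line; Input: cell density 1000 per well; Incubation: compound stimulation 90 min at 25 °C, detection 60 min; Signal: luminescence from split beta-galactosidase complementation, Galacton Star/Emerald II substrate; Controls: DMSO-only wells as negative, 10 nM Apelin-13 as positive control.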
Starred values were filed as active, the others as inactive.

SMILES	TIM10 inh	NALP3 yeast inh	APJ antag	NR3A LBD binder	tim10-1 inh	beta cell repl	tim23-1 inh	MPTP block	APJ ag
CC(=O)c1cccc(NC(=O)C2CCN(S(=O)(=O)c3ccc(F)cc3)CC2)c1	7	12	17	1	20	-1	13	2.2	-2
Nc1nc(-c2ccc3c(c2)CCCC3)c(CC(=O)O)s1	0	8	7	35*	33	-1	26	0.1	-4
C/C(N)=C(/C#N)C(=O)COC(=O)CCCNC(=O)c1ccc(Cl)cc1	1	15	3	-1	7	0	2	-0.6	-1
CCc1ccc(NC(=O)C(CC)Sc2nc3ccsc3c(=O)n2CCC(=O)O)cc1 (centres undefined)	12	14	4	-1	-3	-3	-12	1.2	3
S=c1[nH]nc(-c2ccco2)n1-c1ccc(Br)cc1	21	21	12	-1	14	-1	27	1.1	1
Cc1ccc(C(=O)NCC(=O)N2CCCN(C)CC2)cc1C	1	5	14	1	0	-4	15	-2.4	3
O=C(CO)N/N=C/c1cccc(Cl)c1Cl	5	-1	12	-5	4	0	3	2.5	-2
COc1ccc(N2CC(C(=O)N3CCN(C)CC3)CC2=O)cc1 (centres undefined)	-12	22	-1	0	4	-2	9	-0.9	0
C/C(CC(=O)Nc1ccc(Cl)c(Cl)c1)=N\NC(=O)C(=O)N1CCCCC1	12	13	8	-1	10	-5	0	-3.6	-4
COc1ccc2oc(=O)cc(-c3cc4ccccc4o3)c2c1	9	28	2	-4	-11	4	6	0.5	5
O=C(NCCCCc1ccccc1)C1CC(c2ccc(C(F)(F)F)cc2)=NO1 (centres undefined)	-7	13	18	4	-1	-6	4	-0.1	-5
CC1(C)CC(=O)C=C(c2ccc(I)cc2)C1	-12	19	7	-1	13	-2	51*	-0.8	-1
CC(=O)NC1=C(N(C)C2CCS(=O)(=O)C2)C(=O)c2ccccc2C1=O (centres undefined)	8	6	-33	-9	10	0	15	3.2	7
COCCCNS(=O)(=O)c1ccc(S(=O)(=O)N2CCCC2)cc1	-12	7	1	1	13	0	14	-1.2	3
COc1ccc(C2=[N+]([O-])C(C)(C)N(O)C2(C)C)cc1	17	1	4	0	4	-2	2	-0.1	0
CCOC(=O)[C@@H]1[C@H]2COc3ccccc3[C@H]2N2C(=O)N(c3ccc(Br)cc3)C(=O)[C@]12C	-43	12	15	-1	-83	2	2	0.2	-4
CCN(CC)C(=O)c1cc([N+](=O)[O-])cc2c1-c1ccc([N+](=O)[O-])cc1C2=C(C#N)C#N	40*	11	-9	-2	37	-6	51*	12	16
Cc1ccc(OCc2cc(C(=O)N3CCN(c4ccccc4)CC3)no2)cc1C	-9	30	-2	2	-12	-2	-3	0.5	3
CCNC(=S)N1CCN(C(=O)c2ccco2)CC1	8	-5	-5	-1	4	-4	23	-0.4	2
O=C1C2C3C=CC(CC3)C2C(=O)N1c1ccc2c(c1)OCO2 (centres undefined)	-9	5	18	-1	0	0	-7	-0.3	-3
NC(=O)c1c(N)sc2c1CCCC2	3	17	-67	-3	2	-4	5	0.0	3
CCc1ccc(NC2Nc3cc(C)nn3S2)cc1 (centres undefined)	3	19	-4	0	24	0	31	1.0	-2
C=CCN(c1ccc(C(=O)Nc2cc(C)cc(C)c2)cc1)S(C)(=O)=O	-7	8	5	-1	-2	1	15	-0.6	-3
COc1ccc(NC(=O)C2C3CC/C=C\CCC32)cc1 (centres undefined)	12	23	-4	2	11	-1	1	0.6	-1
CN(CC(=O)N1CCc2ccccc2C1)c1ccccc1	2	55*	25	2	-5	-2	12	0.6	-5

Next results follow.
SMILES	TIM10 inh	NALP3 yeast inh	APJ antag	NR3A LBD binder	tim10-1 inh	beta cell repl	tim23-1 inh	MPTP block	APJ ag
CCOC(=O)c1c(C)[nH]c(C(=O)COC(=O)C2(C)CC2(Cl)Cl)c1C (centres undefined)	10	19	-14	-10	14	-4	18	11	2
O=C1NCCCCC1NS(=O)(=O)c1cccc2ccccc12 (centres undefined)	-8	1	-11	-1	7	-1	7	-0.8	-2
Cc1nnc(NC(=O)CSc2n[nH]c(-c3ccccc3)n2)s1	-5	15	6	0	-7	-2	16	-1.0	-2
CCCN(C(=O)Cc1nc(N)n[nH]1)C1(C(=O)Nc2c(C)cccc2C)CCCCC1	2	-15	-19	-1	1	0	18	-1.2	0
N#C/C(=C/c1ccc(C(=O)O)cc1)C(=O)Nc1ccccc1	12	11	-8	-2	5	-2	19	0.5	0
Cc1cccc(OCC(=O)N/N=C2/SCC(=O)N2Cc2ccco2)c1	-6	2	-8	1	-2	-1	2	1.4	-1
O=C(CSc1nc2ccccc2s1)Nc1cc(S(=O)(=O)N2CCOCC2)ccc1Cl	32	28	9	-6	29	0	25	2.1	-4
CN(Cc1ccon1)Cc1cn(Cc2ccccc2)nc1-c1ccc2c(c1)OCO2	16	18	-7	-3	28	-1	12	0.3	-2
CCOC(=O)CCSc1nc2c(c(C(F)(F)F)c1C#N)CCC2	-16	60*	18	-13	6	-1	10	-0.3	1
CC1(C)Cc2nc3sc4c(SCC(=O)NCc5ccco5)ncnc4c3cc2CO1	4	25	-15	-3	22	-2	32	-0.3	-4
Cc1cccc(N2CCN(C(=S)NCCc3ccccc3)CC2)c1C	-12	19	-21	-12	-13	0	3	26	1
CCOc1ccc(C(=O)NCC(C)C)cc1	-5	14	-14	-1	-1	-3	17	0.1	5
COc1ccc(-c2cc(C(=O)Nc3cccnc3Cl)no2)cc1OC	-6	8	6	-1	0	0	20	0.3	1
COc1ccc(C(=O)Nc2ccnn2C2CCN(C(C)CSC)CC2)cc1 (centres undefined)	-7	-1	-11	1	14	2	10	-2.2	-2
Cc1ccc(-c2cc3nn(-c4ccccc4)c(N)c3c(=O)o2)cc1	22	25	-22	-15	18	-2	15	5.8	0
CC(Sc1nc(N2CCOCC2)nc(N2CCOCC2)n1)C(=O)Nc1ccccc1 (centres undefined)	-2	8	3	4	12	6	10	1.4	0
O=C(O)C1C2C=CC(O2)C1C(=O)Nc1cccc(C(F)(F)F)c1 (centres undefined)	-6	9	-9	0	-2	-1	-2	0.3	0
O=C(Nc1ccc(N2CCCCC2)cc1)c1ccc(F)cc1	4	29	-10	0	6	-3	14	0.9	-1
COc1ccccc1CNC(=O)CN1C(=O)NC2(CCC(C)CC2)C1=O (centres undefined)	-13	-7	15	-1	-1	-3	4	-0.5	-6
COC(=O)c1sc(NC(=O)c2cc3c(s2)CCCC3)nc1C	6	20	-15	-20	6	-1	1	0.1	-2
Cc1ccc(S(=O)(=O)N2CCC(=O)N(C(COCc3ccccc3)Cc3ccccc3)CC2)cc1 (centres undefined)	20	-5	11	1	15	-5	20	-0.4	-2
CCCCn1c(SCC(=O)Nc2ccccc2C(F)(F)F)nc2ccsc2c1=O	-8	7	9	-13	1	-1	-1	2.9	-4
CC(C)(C)c1ccc(S(=O)(=O)Nc2ccc(C(=O)N3CCCC3)cc2)cc1	-4	11	10	-2	-5	-4	6	-0.5	0
CN(Cc1ccc(F)cc1)C(=O)c1cccc(OCc2ccccc2)c1	-1	27	29	-1	28	-5	16	-1.0	-2
COc1ccc(/C(C)=N/Nc2nc(C)cc(-c3ccccc3)n2)cc1	23	28	-10	0	30	-4	29	1.3	-6

(listing goes on)
SMILES	TIM10 inh	NALP3 yeast inh	APJ antag	NR3A LBD binder	tim10-1 inh	beta cell repl	tim23-1 inh	MPTP block	APJ ag
COc1ccc2oc(=O)c(-c3csc(Nc4ccc(O)cc4)n3)cc2c1	41*	30	-3	11*	37	0	19	0.8	2
N#CCCn1ncn(-c2ccccc2)c1=S	-7	11	10	0	6	-1	15	-1.6	-2
COc1ccc(-c2cc(C(F)(F)F)nc(SCCC(=O)Nc3cc(C)on3)n2)cc1	7	13	1	-3	0	1	-4	-0.3	-1
CCn1cnnc1SCC(=O)NCC1COc2ccccc2O1 (centres undefined)	-4	14	11	1	16	-2	14	-1.3	-1
CCOc1cc(/C=C2\SC(=S)N(Nc3ccccc3)C2=O)ccc1O	18	-24	52*	5	24	-4	30	7.3	-11
O=C(Nc1cccnc1)c1ccc(S(=O)(=O)c2ccccc2)cc1	1	5	-12	0	25	-1	1	0.9	-1
O=C(COC(=O)/C=C/c1cccc(Cl)c1)Nc1ccc(N2CCOCC2)cc1	1	5	6	-1	26	-1	41	-0.9	-8
O=C1CCC(=O)N1CN(C(=O)c1ccco1)c1ccc(Cl)c(Cl)c1	-10	12	-2	1	4	-3	9	-2.1	-1
Cc1ccc(C(=O)Nc2sc(C(=O)N(C)C)c(C)c2C#N)cc1	10	16	10	-1	20	-1	13	1.6	1
COc1ccc(NC(=O)CSc2nnc(-c3cccs3)n2N)c(OC)c1	1	12	-16	2	-5	5	9	0.6	5
CSc1ncccc1C(=O)OCC(=O)C(C)(C)C	-4	4	-15	2	-7	-3	3	-0.6	-3
Cc1cc(C)nc(SCC(=O)Nc2ncc(Cc3cccc(Cl)c3Cl)s2)n1	12	-1	10	-7	10	0	-7	4.4	-1
Cc1cc(C)c(C)c(S(=O)(=O)NCCN2CCOCC2)c1C	-13	5	13	-1	5	-1	-5	0.2	-1
CCCCn1c(N)c(N(CC)C(=O)c2cccc(S(=O)(=O)N3CCN(C)CC3)c2)c(=O)[nH]c1=O	-5	12	18	2	-13	-2	-8	-3.0	-3
Cn1ccc(C(=O)OCC(=O)Nc2cccc3ccccc23)n1	5	9	15	0	21	-4	23	-0.3	0
Cn1cc(/C=N/NC(=O)c2cccc([N+](=O)[O-])c2)c2ccccc21	-26	13	-12	-16	11	0	-18	1.2	-2
O=C(c1c(F)cccc1F)N1CCCC(c2nc(-c3ccc(F)cc3)no2)C1 (centres undefined)	-9	5	17	2	-3	0	7	0.1	-3
COc1ccccc1C(CNC(=O)CN(C)S(=O)(=O)c1ccc(C)cc1)N1CCCC1 (centres undefined)	4	-6	-32	-1	20	-7	15	-1.1	-2
O=C(NNC(=O)C1CC1c1ccccc1)c1cccc([N+](=O)[O-])c1 (centres undefined)	0	4	4	1	4	1	0	-2.9	2
O=C(CSc1ccsc1[N+](=O)[O-])N1CCN(c2ccc(Cl)cc2)CC1	-15	1	3	-2	2	-2	-15	8.8	1
Cc1ccc(Nc2nnc(SC(C)C(=O)NCC3CCCO3)s2)cc1C (centres undefined)	6	27	17	-6	19	-1	24	1.4	-10
COc1ccccc1OCC(O)Cn1nc(C)cc1C (centres undefined)	13	5	13	0	9	2	11	-0.3	0

4 records drawn at random from the list so far, as already listed:
SMILES	TIM10 inh	NALP3 yeast inh	APJ antag	NR3A LBD binder	tim10-1 inh	beta cell repl	tim23-1 inh	MPTP block	APJ ag
COc1ccccc1OCC(O)Cn1nc(C)cc1C (centres undefined)	13	5	13	0	9	2	11	-0.3	0
Cn1cc(/C=N/NC(=O)c2cccc([N+](=O)[O-])c2)c2ccccc21	-26	13	-12	-16	11	0	-18	1.2	-2
COc1ccc(-c2cc(C(F)(F)F)nc(SCCC(=O)Nc3cc(C)on3)n2)cc1	7	13	1	-3	0	1	-4	-0.3	-1
Cc1ccc(C(=O)Nc2sc(C(=O)N(C)C)c(C)c2C#N)cc1	10	16	10	-1	20	-1	13	1.6	1
